Rpn11 block: Rpn11 (PSMD14) deubiquitinase inhibitors, primary screen, biochemical, fluorescence polarization, uHTS. human 26S proteasome, Ub4-pepOG fluorescence polarization; 20S core pre-blocked with epoxomicin. 0.59% of 360,000 active. calls only at 20 µM;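 active means inhibition at 20 µM, scaled to each plate's controls, above about 33%, limit read from the data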
Target sequence (O00487 whole entry, looked up): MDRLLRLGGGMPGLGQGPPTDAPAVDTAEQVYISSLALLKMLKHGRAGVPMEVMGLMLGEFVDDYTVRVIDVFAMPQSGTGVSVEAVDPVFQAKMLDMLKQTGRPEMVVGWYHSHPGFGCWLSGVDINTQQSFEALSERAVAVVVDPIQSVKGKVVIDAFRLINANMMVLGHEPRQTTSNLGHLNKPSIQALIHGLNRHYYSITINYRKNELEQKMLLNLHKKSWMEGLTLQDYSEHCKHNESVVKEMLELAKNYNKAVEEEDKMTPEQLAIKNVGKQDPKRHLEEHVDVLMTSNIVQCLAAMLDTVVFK
MsrA act: bovine MsrA enzyme activators, primary screen, biochemical, absorbance, HTS; activation, % at 10.6 µM; 0.3% of 360,000 active; purified bovine MsrA, absorbance read-out; in the data active means activation above about 7.5%;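 further: 0% = vehicle and 100% = reference activator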
Rin1-Abl PPI inh: inhibitors of Rin1-Abl protein binding, primary screen, biochemical, TR-FRET; Tyrosine-protein kinase ABL1 (Homo sapiens) + Ras and Rab interactor 1 (Homo sapiens), …; inhibition, % at 7.35 µM; 0.4% of 360,000 active; in the data active means inhibition above about 5%, passing the limit was not always enough
FAS TE block: FAS thioesterase domain inhibitors, primary screen, biochemical, fluorescence intensity, uHTS; 0.67% of 360,000 active; AID 602261, 2012; Fatty acid synthase (Homo sapiens), P49327; recombinant FAS-TE, OMFH fluorogenic substrate, fluorescence endpoint; inhibition, % at 15 µM;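 active means compounds whose normalised, plate-corrected inhibition of enzyme fluorescence in the single-dose primary screen is 50% or more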;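 further: 0% = DMSO with enzyme and 100% = substrate without enzyme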
PABP1 MLLE inh: inhibitors of PABP1 MLLE–PAM2 peptide binding, primary screen, biochemical, fluorescence polarization, FITC-PAM2, GST-MLLE. inhibition, % at 20 µM. 0.36% of 360,000 active. AID 588489, 2011; in the data active means inhibition above about 35%, passing the limit was not always enough;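 further: plate controls were DMSO wells with GST-MLLE for no effect and wells lacking GST-MLLE protein for full effect; some results filed as inactive read as strong as hits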
Target sequence (P11940 whole entry, looked up): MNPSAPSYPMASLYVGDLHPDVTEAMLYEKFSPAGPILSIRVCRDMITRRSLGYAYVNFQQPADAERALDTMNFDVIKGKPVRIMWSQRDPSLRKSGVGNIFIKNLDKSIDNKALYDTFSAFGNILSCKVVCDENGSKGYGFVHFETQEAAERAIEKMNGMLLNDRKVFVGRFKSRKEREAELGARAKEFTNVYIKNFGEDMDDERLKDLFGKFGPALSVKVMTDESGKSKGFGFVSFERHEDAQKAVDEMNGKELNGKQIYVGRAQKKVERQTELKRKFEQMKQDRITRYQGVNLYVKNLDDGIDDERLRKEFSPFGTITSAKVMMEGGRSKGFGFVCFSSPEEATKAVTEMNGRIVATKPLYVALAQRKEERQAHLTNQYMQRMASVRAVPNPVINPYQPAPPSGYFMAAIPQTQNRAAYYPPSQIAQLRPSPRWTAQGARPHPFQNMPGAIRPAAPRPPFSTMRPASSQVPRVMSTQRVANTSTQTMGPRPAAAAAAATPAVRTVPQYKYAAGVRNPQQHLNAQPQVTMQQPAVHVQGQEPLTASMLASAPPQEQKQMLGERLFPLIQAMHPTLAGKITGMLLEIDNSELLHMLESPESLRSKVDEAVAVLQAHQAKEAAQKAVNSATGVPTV
MT1-MMP act inh: blockers of MT1-MMP proenzyme processing, primary screen, HT1080 RFP-PRO-GFP cells, GFP/RFP fluorescence; GFP/RFP ratio change, % at 20 µM; GFP/RFP ratio fluorescence, overnight; percent of plate control window, DMSO zero; 0.061% of 360,000 active;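 active means GFP/RFP ratio change of at least 30% with cell ATP level not reduced by more than half and red fluorescence within 50% of control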; further: strong numbers were not always called active
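Assay system: HT1080 cells carrying an RFP-PRO-GFP reporter | Dosing: Single dose of 20 µM compound, 1% DMSO final | Incubation: Cells overnight before dosing, compound overnight, 37 °C, 5% CO2 | Evaluation: GFP/RFP fluorescence ratio | Control set: DMSO and RFP-L50D-GFP cell wells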
CSN deneddyl inh: inhibitors of CSN-mediated cullin deneddylation, primary screen, biochemical, fluorescence polarization, uHTS; COP9 signalosome complex subunit 5 (Homo sapiens), Q92905; Purified CSN, SCF-Nedd8-OG deneddylation; inhibition, % at 12.5 µM; 0.38% of 360,000 active;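 active means pattern-corrected inhibition above about 35%, with an unprinted fluorescence ratio check between 0.5 and 1.5, limit read from the data, passing the limit was not always enough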;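 further: 0% = enzyme with substrate and 100% = substrate without enzyme; some results filed as inactive read as strong as hits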
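Detection – fluorescence polarization · System – HEK293T-derived human Csn5 enzyme · Controls – substrate-only high control, full reaction low control · Timing – 90 min, room temperature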
E coli Lon inh: inhibitors of E. coli Lon protease, primary screen, biochemical, fluorescence polarization; P0A9M0; purified E. coli Lon protease; inhibition, % at 7.94 µM; 0.42% of 360,000 active; AID 602123, 2011; in the data active means inhibition above about 13%, passing the limit was not always enough;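 further: 0% = enzyme with probe and DMSO and 100% = no enzyme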
MsrA inhibitor: bovine MsrA enzyme inhibitors, primary screen, biochemical, absorbance, HTS; AID 651718, 2012; Methionine sulfoxide reductase A (Bos taurus); inhibition, % at 15.5 µM; purified bovine MsrA, absorbance read-out; 0.75% of 360,000 active; in the data active means inhibition above about 4.5%;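 further: 0% = vehicle wells with enzyme and 100% = reference inhibitor wells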
Numbers without * were called inactive; i = inactive; nt = no result given; + = active, no number.

SMILES	Rpn11 block	MsrA act	Rin1-Abl PPI inh	FAS TE block	PABP1 MLLE inh	MT1-MMP act inh	CSN deneddyl inh	E coli Lon inh	MsrA inhibitor
OC(Cn1nnc2ccccc21)Cn1c(C(F)(F)F)nc2ccccc21 (stereo not given)	i	0	-2	-6	8	5	-2	13	-1.0
COCCNC(=O)COc1ccc(Br)cc1Cl	i	-2	-1	-3	1	2	0	-7	nt
CC(Sc1nc(-c2ccccc2)cc(C(F)(F)F)n1)C(=O)Nc1sc2c(c1C#N)CCC2 (stereo not given)	i	-3	2	29	26	-17	-1	-3	nt
Cn1ncc(Cl)c(Oc2ccccc2)c1=O	i	-4	-5	-1	0	-2	-4	-3	nt
COC(=O)Cc1c(O)ccn(Cc2cccc3ccccc23)c1=O	i	-3	0	-10	-5	7	-2	6	-0.7
CC(C(=O)N1CC2(C)CC1CC(C)(C)C2)N1C(=O)c2ccccc2C1=O (stereo not given)	i	-1	1	-3	4	2	2	1	-0.1
CC(C)CN(C(=O)c1ccco1)C1CCS(=O)(=O)C1 (stereo not given)	i	-1	0	-11	9	-2	5	2	-1.0
CN(C)c1ccnc(NCc2ccccc2)c1C#N	i	-8	0	-3	7	2	-6	-2	0.4
CCCc1ncc(C(=O)c2ccc(OC)cc2)n1C	i	-2	0	-10	-2	-1	-2	-4	2.0
CC(=O)Nc1ccc(NC(=O)CSc2nnc(N)n2-c2ccccc2)cc1	i	0	-4	-7	-1	-1	5	-5	-0.8
CCN(CC)C(=O)C1CCCN(C(=O)c2oc3ccc(C)cc3c2C)C1 (stereo not given)	i	1	2	-7	6	-2	-5	-13	0.7
CCOC(=O)c1c(NC(=O)Cn2nc(C(F)F)cc2C(F)F)sc(C)c1C	i	-3	-2	26	9	-1	3	-4	2.5
CCCc1c(NC(=O)Nc2ccc(F)cc2)cnn1-c1ccccc1	i	-5	-2	6	-8	10	-1	-2	-0.6
COc1ccc(/C=C2\SC(=S)N(CC(=O)Nc3nnc(C)s3)C2=O)cc1	+	-5	-2	-4	-11	0	2	1	1.0
Cc1n[nH]c(=S)n1-c1ccccc1	i	-1	0	-6	4	2	-5	-3	0.2
CCOC(=O)C1(Cc2cccc(Cl)c2)CCCN(C(=O)CN2C(=O)CSC2=O)C1 (stereo not given)	i	-2	4	0	5	1	0	-3	-0.2
O=C(Cn1ncn2nc(-c3ccccc3)cc2c1=O)NCc1ccccn1	i	-2	0	-2	-1	6	-2	8	-1.2
COCCNC(=O)[C@@H]1CSC2c3ccccc3C(=O)N21 (stereo not given in full)	i	3	2	-8	29	4	2	-2	1.0
COc1ccc(NC(=O)CN(C)C(=O)c2cccc(Oc3ccccc3)c2)cc1	i	-5	2	2	-7	7	-3	4	0.6
CC(C)(C)c1ccc(C(=O)NCCN2CCOCC2)cc1	i	-2	-1	-3	13	0	7	2	0.7
O=C(N/C(=C\c1cccc([N+](=O)[O-])c1)C(=O)N1CCCCC1)c1cccs1	i	-5	-1	3	6	-1	-1	-3	2.6
CCCCCCCCOc1ccc(C2CC(=O)NC2=O)cc1 (stereo not given)	i	0	0	16	3	0	2	-3	-0.9
COc1ccccc1CNC(=O)c1nn(-c2ccc(C)cc2)c(=O)c2c1c1ccccc1n2C	i	-12	3	25	3	-5	-1	3	-0.2
CCN(CC(=O)Nc1c(F)cccc1F)C(=O)c1cccnc1Sc1ccccc1	i	-11	4	-3	12	0	-1	3	0.1
OCCC1CN(Cc2ccc(Oc3ncccn3)cc2)CCN1Cc1ccc(F)c(F)c1 (stereo not given)	i	-4	0	-2	13	-1	0	9	-1.2
CCOc1cc(CNCc2ccc3c(c2)OCO3)ccc1OC	i	-2	-3	-5	-10	4	4	-3	-0.4
COC(=O)[C@@]1(Cc2ccccc2)[C@H]2C(=O)N(C)C(=O)[C@H]2[C@H]2CN(C)C(=NCc3ccccc3)N21	i	-4	2	-6	-1	3	0	-1	0.2
CCN(CC)CCCNC(=O)CN1C(=O)CSc2ccc(S(=O)(=O)N3CCOCC3)cc21	i	1	1	-7	3	-1	2	-6	0.3
CC(=O)OCc1c(-c2ccccc2)c2cc([N+](=O)[O-])ccc2n1C	i	-7	3	16	-2	6	-5	8	0.4
Cc1ccc2nc(-c3ccc(NC(=S)NCCC(C)C)cc3)sc2c1	i	-2	0	-9	-15	6	0	-4	-0.1
COC(CNC(=O)c1cc(Sc2nnc(C)s2)nc2ccccc12)OC	i	-5	-2	-9	13	0	0	-1	1.1
CC1(c2ccc(OC(F)F)cc2)NC(=O)N(CC(=O)Nc2cccnc2Cl)C1=O (stereo not given)	i	-2	0	-2	11	4	1	2	1.3
CCN1C(c2ccc(F)cc2)=CS/C1=C(\C#N)c1nnc2n1-c1ccccc1SC2	i	-8	1	7	-4	-3	1	-3	0.1
NC(=O)C1(N2CCCCC2)CCN(C2CC(=O)NC2=O)CC1 (stereo not given)	i	-2	2	-6	-1	2	-3	-7	1.1
CNc1nc2c(Cl)cc(Cl)cc2s1	i	-2	5	-1	7	-1	2	7	-0.5
Cc1cc(C(=O)OCC(=O)NC2CCCCC2)c(C)o1	i	-6	-1	-7	-4	-2	3	-1	1.3
COCCOC1CCN(C(=O)C2CCC(=O)N(Cc3cccc(F)c3)C2)CC1 (stereo not given)	i	-9	2	-7	2	nt	5	4	0.8
COc1ccccc1Nc1nc(N)nc(-c2cc3ccccc3o2)n1	i	-1	4	16	17	-4	0	0	1.6
COc1ccc(Cl)cc1NC(=O)CN1C(=O)CCS(=O)(=O)c2ccccc21	i	0	-4	-8	1	3	2	-3	-0.8
CC1CCN(Cc2nc(Cl)c3c4c(sc3n2)CCC4)CC1	i	-2	4	2	-14	0	1	-4	0.2
NCCCCCc1cn([C@@H](CCC(=O)O)C(=O)NCCCCCCCCCCC(=O)N2CCNCC2)nn1	i	-2	6	-5	9	0	-1	3	-0.6
CCCCOC(=O)c1ccc(NC(=O)c2nn(C)cc2Br)cc1	i	-1	4	42	11	1	4	3	0.0
CCN(C(=O)CN1C(=O)NC2(CCCc3ccccc32)C1=O)c1ccc(F)cc1 (stereo not given)	i	3	3	-3	-8	-6	-1	-8	0.0
N#Cc1ccsc1NC(=O)CN1C(=O)NC2(CCCC2)C1=O	i	1	-3	-10	19	-18	-15	16	-1.2
CC(=O)c1cc(C#N)c(SCc2ccccc2)nc1C	i	-6	1	19	-3	5	-4	3	-0.7
CCS(=O)(=O)N1CCN(c2ccc([N+](=O)[O-])c(N3CCOCC3)c2)CC1	i	2	-8	-3	-2	7	-3	-2	0.6
COc1ccc(NC(=O)N[C@@H](CCSC)C(=O)O)cc1Cl	i	1	5	-4	4	3	-6	13	-0.2
Cc1ccc(C(=O)O/N=C(\N)c2cccc([N+](=O)[O-])c2)cc1	i	-2	-2	24	2	0	0	0	0.2
CCOC(=O)c1c(NC(=O)COc2ncnc3ccccc23)sc(C)c1CC	i	2	-5	20	11	-6	-1	1	-0.8
COc1ccc(OC)c(/C=N/NC(=O)CSc2cc(C)nc3c(OC)cccc23)c1	+	-3	-2	0	5	-4	-5	-7	2.9
CCc1cccc(C)c1NC(=O)CCN1C(=O)NC(C)(C)C1=O	i	-3	4	-5	-21	1	-4	4	-0.6
COc1ccc(C2CC(C(F)(F)F)n3nc(C(=O)O)cc3N2)cc1OC (stereo not given)	i	-12	-1	-12	2	3	-2	-5	-0.2
O=C(Nc1ccc(N2CCOCC2)cc1Cl)C1CCN(C(=O)OCc2ccccc2)CC1	i	0	3	12	-7	4	-1	3	-0.9
Cc1ccc(CNc2ccc3c(c2)OCO3)cc1	i	-1	0	-37	69	-118	-37	24*	nt
Cc1nc2cccc(C)n2c(=O)c1Cl	i	-2	0	-9	1	2	-5	-3	2.8
CN(CC(=O)Nc1ccccc1Cl)C(=O)COC(=O)CN1C(=O)NC2(CCCC2)C1=O	i	-1	0	-10	-16	0	3	9	1.3

Pulled one by one from above (2):
SMILES	Rpn11 block	MsrA act	Rin1-Abl PPI inh	FAS TE block	PABP1 MLLE inh	MT1-MMP act inh	CSN deneddyl inh	E coli Lon inh	MsrA inhibitor
Cc1nc2cccc(C)n2c(=O)c1Cl	i	-2	0	-9	1	2	-5	-3	2.8
CN(CC(=O)Nc1ccccc1Cl)C(=O)COC(=O)CN1C(=O)NC2(CCCC2)C1=O	i	-1	0	-10	-16	0	3	9	1.3

3 compounds already listed, ordered by their value in E coli Lon inh, ascending.
compound	Rpn11 block	MsrA act	Rin1-Abl PPI inh	PABP1 MLLE inh	MT1-MMP act inh	CSN deneddyl inh	E coli Lon inh	MsrA inhibitor
COc1ccc(C2CC(C(F)(F)F)n3nc(C(=O)O)cc3N2)cc1OC (stereo not given)	i	-12	-1	2	3	-2	-5	-0.2
Cc1n[nH]c(=S)n1-c1ccccc1	i	-1	0	4	2	-5	-3	0.2
CC(=O)OCc1c(-c2ccccc2)c2cc([N+](=O)[O-])ccc2n1C	i	-7	3	-2	6	-5	8	0.4

Sorted by heavy-atom count (low to high): some entries from above
SMILES	Rpn11 block	MsrA act	Rin1-Abl PPI inh	FAS TE block	PABP1 MLLE inh	MT1-MMP act inh	CSN deneddyl inh	E coli Lon inh	MsrA inhibitor
COc1ccc(NC(=O)N[C@@H](CCSC)C(=O)O)cc1Cl	i	1	5	-4	4	3	-6	13	-0.2
CCS(=O)(=O)N1CCN(c2ccc([N+](=O)[O-])c(N3CCOCC3)c2)CC1	i	2	-8	-3	-2	7	-3	-2	0.6
CCN(C(=O)CN1C(=O)NC2(CCCc3ccccc32)C1=O)c1ccc(F)cc1 (stereo not given)	i	3	3	-3	-8	-6	-1	-8	0.0
CN(CC(=O)Nc1ccccc1Cl)C(=O)COC(=O)CN1C(=O)NC2(CCCC2)C1=O	i	-1	0	-10	-16	0	3	9	1.3

Entries of single compounds, quoted from the list.
OC(Cn1nnc2ccccc21)Cn1c(C(F)(F)F)nc2ccccc21 (stereo not given) is listed as Rpn11 block: i; MsrA act: 0; Rin1-Abl PPI inh: -2; FAS TE block: -6; PABP1 MLLE inh: 8; MT1-MMP act inh: 5; CSN deneddyl inh: -2; E coli Lon inh: 13; MsrA inhibitor: -1.0
OCCC1CN(Cc2ccc(Oc3ncccn3)cc2)CCN1Cc1ccc(F)c(F)c1 (stereo not given) is listed as Rpn11 block: i; MsrA act: -4; Rin1-Abl PPI inh: 0; FAS TE block: -2; PABP1 MLLE inh: 13; MT1-MMP act inh: -1; CSN deneddyl inh: 0; E coli Lon inh: 9; MsrA inhibitor: -1.2

Bioassay records as filed in PubChem BioAssay.

This is a random part of the collection; about 3.7% have a hit in one of these screens.
